Y pestis TopoI – blocks Yersinia pestis topoisomerase I activity; Y. pestis Topo-I cleavage product accumulation, plate reader; activity, % at 10 µM; 360,000 tested, 0.064% active; in the data active = activity above about 50%, passing the limit was not always enough; inconclusive = no clear call, values can overlap the other calls; also: inactives centre near 2
BoNT A protease – blocks Botulinum neurotoxin A light chain protease. multiplex microsphere protease substrate cleavage, flow cytometry. inhibition, % at 10 µM. 360,000 tested, 0.17% active. AID 588499; also: plate controls were buffer without enzyme for full effect and enzyme alone for no effect
BoNT-F LC inh – BoNT F light chain protease inhibition. Multiplex microsphere protease cleavage assay, flow cytometry. inhibition, % at 10 µM. 360,000 tested, 0.22% active; in the data active = inhibition above about 35%, passing the limit was not always enough; inconclusive = no clear call, values can overlap the other calls; also: plate controls were buffer without enzyme for full effect and enzyme alone for no effect
TcdB GH inh – inhibitors of Clostridioides difficile toxin B glycohydrolase; P18177; TcdB glycohydrolase enzymatic assay, plate reader; inhibition, % at 9.99 µM; 350,000 tested, 0.24% active; in the data active = inhibition above about 10%
CCHF vOTU inh – CCHFV vOTU protease inhibition | Pep-AMC fluorescence | inhibition, % at 11.5 µM | 370,000 tested, 0.55% active | AID 651958; in the data active = inhibition above about 30%; also: 0% = vehicle wells with enzyme and 100% = no enzyme wells
FadD28 binding – blocks FadD28 binding to the bisubstrate probe; inhibition, % at 12.5 µM; fluorescence polarization; AID 588549; 360,000 tested, 0.22% active; in the data active = inhibition above about 8.5%, passing the limit was not always enough; inconclusive = no clear call, values can overlap the other calls
PrPC surface inh – cell surface PrPC inhibition, primary TR-FRET screen | P04156 | TR-FRET read-out | inhibition, % at 13.8 µM | 370,000 tested, 0.43% active | AID 720596; in the data active = inhibition above about 24%; also: 0% = median of the test wells and 100% = reference compound wells
Anthrax LF inh2 – inhibitors of Bacillus anthracis lethal factor protease. inhibition, % at 10 µM. multiplex microsphere protease cleavage assay, LF. P15917. AID 588501. 360,000 tested, 0.12% active; also: plate controls were buffer without enzyme for full effect and enzyme alone for no effect
Target sequence (P15917 whole entry, looked up): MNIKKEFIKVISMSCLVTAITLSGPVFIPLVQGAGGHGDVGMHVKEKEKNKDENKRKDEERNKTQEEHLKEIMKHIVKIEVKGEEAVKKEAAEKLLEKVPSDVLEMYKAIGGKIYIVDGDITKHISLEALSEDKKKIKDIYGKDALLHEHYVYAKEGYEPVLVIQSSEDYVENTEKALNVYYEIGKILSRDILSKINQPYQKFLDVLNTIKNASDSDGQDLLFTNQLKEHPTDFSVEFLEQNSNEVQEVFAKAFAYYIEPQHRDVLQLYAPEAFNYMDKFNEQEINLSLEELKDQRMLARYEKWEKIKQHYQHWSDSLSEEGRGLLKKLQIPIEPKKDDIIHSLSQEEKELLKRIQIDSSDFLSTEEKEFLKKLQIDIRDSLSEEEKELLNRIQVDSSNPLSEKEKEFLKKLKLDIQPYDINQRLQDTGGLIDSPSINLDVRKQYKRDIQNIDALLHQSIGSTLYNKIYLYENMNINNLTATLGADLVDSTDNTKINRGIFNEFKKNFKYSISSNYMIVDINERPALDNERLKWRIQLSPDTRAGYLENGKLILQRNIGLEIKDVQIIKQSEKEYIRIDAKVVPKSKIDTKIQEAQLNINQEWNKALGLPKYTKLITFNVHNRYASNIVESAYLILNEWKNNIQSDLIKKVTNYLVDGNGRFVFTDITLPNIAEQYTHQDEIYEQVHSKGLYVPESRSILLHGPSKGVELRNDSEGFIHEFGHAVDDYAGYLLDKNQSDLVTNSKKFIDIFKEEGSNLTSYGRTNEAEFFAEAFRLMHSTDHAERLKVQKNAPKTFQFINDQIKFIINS
PfHsp40 yeast – rescue of PfHsp40-mediated yeast toxicity. S. cerevisiae expressing PfHsp40, growth rescue, ATP luminescence. growth rescue, % at 12.5 µM. 340,000 tested, 0.68% active; in the data active = growth rescue above about 28%, passing the limit was not always enough; inconclusive = no clear call, values can overlap the other calls;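 also: yeast W303a lacking pdr1 and pdr3 grown in galactose medium; growth measured after three days at 30 °C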
* = called active by the depositor; ? = inconclusive; . = not tested or not shown. Rule as the data show it, unless noted: active = inhibition above about 30%; inconclusive = no clear call, values can overlap the other calls; inactive = below that.

(1) COc1cccc(NC(=O)NCCN2CCCCC2)c1
(2) Cc1ccc(NC(=O)c2nnn(-c3cc(C)cc(C)c3)c2N)cc1
(3) O=C(O)c1ccc(-n2nnnc2Oc2cccc3cccnc23)cc1
(4) COc1ccccc1C(=O)OCCNC(=O)Cn1cnc2c1c(=O)n(C)c(=O)n2C
(5) COc1cc(/C=C/C(=O)OCC(=O)Nc2ccc3[nH]c(=O)[nH]c3c2)ccc1OC(F)F
(6) COc1ccc([N+](=O)[O-])cc1NC(=O)c1cn(-c2ccc(C)c(C)c2)c(=O)c2ccccc12
entry no.,1,2,3,4,5,6
Y pestis TopoI,0.0,4.9,6.9,-3.1,14.6,3.5
BoNT A protease,-3.5,-0.3,-0.1,-0.6,0.4,0.4
BoNT-F LC inh,2.4,-0.4,1.0,-3.3,7.5,0.7
TcdB GH inh,1.4,.,.,1.7,0.4,-5.6
CCHF vOTU inh,-3.4,-3.6,13.4,-6.4,21.1,-1.4
FadD28 binding,-0.3,-0.4,-0.7,-0.3,-5.2,-3.2
PrPC surface inh,-0.4,13.5,9.1,0.5,6.4,7.6
Anthrax LF inh2,-12.0,0.2,-1.2,-2.5,-4.7,1.1
PfHsp40 yeast,-0.5,6.2,1.9,0.2,.,0.3

Looked up above.
COc1cc(/C=C/C(=O)OCC(=O)Nc2ccc3[nH]c(=O)[nH]c3c2)ccc1OC(F)F | BoNT-F LC inh = 7.5
COc1cccc(NC(=O)NCCN2CCCCC2)c1 | CCHF vOTU inh = -3.4

New compounds follow:
(7) CCOc1c(S(=O)(=O)NC2CC(C)(C)NC(C)(C)C2)ccc(Cl)c1Cl
(8) CCCn1c(SC(C(=O)Nc2cc(C)ccc2OC)c2ccccc2)nc2ccccc2c1=O (stereo not drawn)
(9) CC(OC(=O)c1cc(=O)[nH]c2ccccc12)C(=O)c1ccccc1 (stereo not drawn)
(10) Cc1ccc(CNC(=O)CN(C(=O)C2(C)CC(=O)N=C3C=CC=CN32)c2ccccc2)cc1 (stereo not drawn)
(11) Cc1ccc(N2CCN(CCc3nc4cc(NS(C)(=O)=O)ccc4n3C)CC2)cc1
(12) Cc1ccc(C(=O)NCC(=O)NCC(c2cccs2)N2CCOCC2)cc1 (stereo not drawn)
entry no.,7,8,9,10,11,12
Y pestis TopoI,-15.4,3.5,-5.2,4.3,21.0,9.8
BoNT A protease,-0.3,-1.4,-0.5,1.6,1.1,0.1
BoNT-F LC inh,4.0,-6.7,-6.7,-3.8,8.2,-8.2
TcdB GH inh,0.7,.,0.6,1.8,.,1.4
CCHF vOTU inh,6.8,-5.0,7.6,-67.1,-0.5,-3.8
FadD28 binding,.,-2.2,-0.3,-2.1,-0.8,-1.6
PrPC surface inh,-1.6,-3.8,-6.4,-6.5,-4.8,-3.1
Anthrax LF inh2,-1.4,-0.2,-0.6,-1.3,1.9,3.1
PfHsp40 yeast,-0.3,-0.6,0.0,1.1,-2.2,0.2

(13) COc1ccc(NC(=O)CSc2nnc3n2CCCCC3)cc1OC
(14) O=S(=O)(c1ccc(F)cc1)N1CCN(C(=S)NCCc2ccccc2)CC1
(15) CCOc1cc(S(=O)(=O)NCC2CCCO2)ccc1F (stereo not drawn)
(16) COc1ccc(OC)c(NC(=O)CS(=O)(=O)c2cn(CC(=O)N3CCOCC3)c3ccccc23)c1
(17) Cc1cc(C)c(NC(=O)c2cc(C(=O)O)ccc2C(=O)O)c([N+](=O)[O-])c1
(18) COc1cccc(C2C(C(=O)c3cc4ccccc4o3)=C(O)C(=O)N2CCN(C)C)c1OC (stereo not drawn)
entry no.,13,14,15,16,17,18
Y pestis TopoI,-3.1,20.8,-0.9,-7.4,2.4,6.2
BoNT A protease,0.1,1.6,-4.9,-2.3,0.4,-0.1
BoNT-F LC inh,0.9,3.0,?,-7.5,1.8,-18.9
TcdB GH inh,0.7,0.6,2.6,1.6,1.9,.
CCHF vOTU inh,5.2,1.8,-7.2,5.7,-3.7,21.2
FadD28 binding,-0.1,-4.0,-2.4,-0.2,-0.9,0.7
PrPC surface inh,-2.1,0.4,8.1,0.4,6.4,19.6
Anthrax LF inh2,-2.8,-2.4,-15.3,-6.2,4.2,-2.3
PfHsp40 yeast,.,0.0,3.0,0.4,0.2,-1.3

Structures listed so far containing a nitro group on carbon:
(6) COc1ccc([N+](=O)[O-])cc1NC(=O)c1cn(-c2ccc(C)c(C)c2)c(=O)c2ccccc12
(17) Cc1cc(C)c(NC(=O)c2cc(C(=O)O)ccc2C(=O)O)c([N+](=O)[O-])c1
entry no.,6,17
Y pestis TopoI,3.5,2.4
BoNT A protease,0.4,0.4
BoNT-F LC inh,0.7,1.8
TcdB GH inh,-5.6,1.9
CCHF vOTU inh,-1.4,-3.7
FadD28 binding,-3.2,-0.9
PrPC surface inh,7.6,6.4
Anthrax LF inh2,1.1,4.2
PfHsp40 yeast,0.3,0.2

Next section
(19) COC(=O)C1CCN(C(=O)CSc2nc3nc(C)cc(C)n3n2)CC1
(20) COc1ccc(CCNC2CC(=O)N(C)C2=O)cc1OC (stereo not drawn)
(21) CCOC(=O)CC1=CC(=O)Nc2ccccc2N1
(22) COCC(=O)NC1CC2CCC(C1)N2C(=S)Nc1ccccc1C(=O)OC (stereo not drawn)
(23) COc1ccc(NC2CCCN(C(=O)CN3CCOC3=O)C2)cc1OC (stereo not drawn)
(24) CCOC(=O)c1ccc(NC(=O)C23CCC(C)(C(=O)O2)C3(C)C)cc1 (stereo not drawn)
entry no.,19,20,21,22,23,24
Y pestis TopoI,-4.2,4.2,-1.0,0.5,-0.5,3.1
BoNT A protease,-6.9,-1.9,.,0.2,-0.4,0.2
BoNT-F LC inh,-13.2,-2.3,.,6.6,5.7,0.3
TcdB GH inh,1.8,.,.,0.5,11.5*,.
CCHF vOTU inh,-5.0,-2.1,-2.2,-0.5,-2.6,7.8
FadD28 binding,-1.7,0.3,-1.8,1.1,-2.4,-1.3
PrPC surface inh,-4.7,-4.0,-4.2,-9.9,0.9,-3.1
Anthrax LF inh2,4.3,-1.6,.,-6.4,0.3,-2.1
PfHsp40 yeast,-0.3,-0.8,2.8,-0.4,-0.3,0.9

(25) CCOc1ccc(NC2=NCC(=O)N2Cc2cccs2)cc1
(26) COc1ccc(C(=O)c2c[nH]c(C(=O)NCCCn3ccnc3)c2)cc1
(27) CC(=O)OCC(=O)NCc1ccc2c(c1)OCO2
(28) C=CCNc1nc(N)c([N+](=O)[O-])c(NC2CCCCC2)n1
(29) N#Cc1c(SCC(=O)Nc2cccc(C(F)(F)F)c2)sc2c(O)cc(=O)[nH]c12
(30) COc1ccc(N(CC(=O)NC2CCCCC2)C(=O)CCC(=O)Nc2nc(C)cs2)cc1OC
entry no.,25,26,27,28,29,30
Y pestis TopoI,2.1,-1.6,-3.5,4.0,-10.3,0.7
BoNT A protease,-0.7,0.0,0.5,-0.7,-0.6,-1.2
BoNT-F LC inh,-6.7,-5.5,-6.5,-13.2,-7.8,0.1
TcdB GH inh,0.5,0.9,.,0.8,0.1,2.2
CCHF vOTU inh,-2.0,-8.6,-12.1,9.7,15.3,0.3
FadD28 binding,0.0,-1.0,-1.3,0.1,1.4,-0.7
PrPC surface inh,-3.6,-15.2,4.6,8.5,2.9,-4.8
Anthrax LF inh2,-1.8,-6.7,4.8,28.5,-14.3,3.8
PfHsp40 yeast,-1.1,-0.2,0.0,6.9,8.5,-0.8

(31) CC(Cc1ccccc1Sc1ccc(O)cc1)N(C)C (stereo not drawn)
(32) CC(C)(C)C(=O)N1CCN(c2nc3ccccc3s2)CC1
(33) Cc1cccc(OCCC(=O)Nc2nnc(C)s2)c1
(34) COc1ccc(CCNC(=O)c2cc(S(=O)(=O)N3CCOCC3)cn2C)cc1OC
(35) COc1ccc2c(c1)[nH]c1c(Cl)ncnc12
(36) CCOC(=O)c1c(C)[nH]c(C)c1C(=O)COC(=O)Cc1ccc(OC)c(OC)c1
entry no.,31,32,33,34,35,36
Y pestis TopoI,-4.6,5.9,-11.2,-12.3,-4.8,0.5
BoNT A protease,-0.3,0.8,0.4,-0.7,-0.2,-0.1
BoNT-F LC inh,2.7,0.5,0.3,-16.0,-0.8,2.5
TcdB GH inh,.,-0.9,-0.5,-0.5,0.9,1.7
CCHF vOTU inh,.,-16.1,-3.8,9.7,1.7,20.4
FadD28 binding,-3.6,-0.3,-1.3,-0.1,-2.5,-1.1
PrPC surface inh,.,1.8,-4.3,3.3,6.1,-2.4
Anthrax LF inh2,-0.8,-1.3,-0.6,-5.2,-0.8,-5.2
PfHsp40 yeast,0.0,11.3,-0.2,0.8,4.8,-0.1

Compounds above containing two or more sulfur atoms (two):
(14) O=S(=O)(c1ccc(F)cc1)N1CCN(C(=S)NCCc2ccccc2)CC1
(29) N#Cc1c(SCC(=O)Nc2cccc(C(F)(F)F)c2)sc2c(O)cc(=O)[nH]c12
entry no.,14,29
Y pestis TopoI,20.8,-10.3
BoNT A protease,1.6,-0.6
BoNT-F LC inh,3.0,-7.8
TcdB GH inh,0.6,0.1
CCHF vOTU inh,1.8,15.3
FadD28 binding,-4.0,1.4
PrPC surface inh,0.4,2.9
Anthrax LF inh2,-2.4,-14.3
PfHsp40 yeast,0.0,8.5

Following part
(37) CCN(CC)C(=O)c1ccc(Nc2nnc(C)c3ccccc23)cc1
(38) O=C(Cn1nnc2ccccc2c1=O)Nc1ccc(S(=O)(=O)N2CCOCC2)cc1
(39) O=C(Cc1ccc(NC(=O)C2CCCN(C(=O)C3CCCCC3)C2)cc1)Nc1cccc(C(=O)N2CCCCC2)c1 (stereo not drawn)
(40) Cc1ccc(-c2cc(-c3cccs3)[nH]n2)c(O)c1
(41) CC(C)(C)NC(=O)N1CCN(S(=O)(=O)c2ccc3c(c2)CCC3)CC1
(42) CC(C)N(C(=O)[C@H]1C[C@H](CC(=O)NC(C)(C)C)C(=O)N2CCc3c([nH]c4cc(-c5ccco5)ccc34)[C@]12C)C(C)C
entry no.,37,38,39,40,41,42
Y pestis TopoI,6.4,2.3,29.4,-6.0,1.5,30.8
BoNT A protease,-2.5,-1.1,-0.3,0.9,-0.5,-0.7
BoNT-F LC inh,-3.4,-10.6,-0.4,24.4,-4.2,-8.4
TcdB GH inh,.,0.1,-0.2,.,1.2,0.0
CCHF vOTU inh,-3.1,5.2,11.3,2.5,-3.7,-1.4
FadD28 binding,-2.5,-0.9,-2.9,-1.2,-1.4,-3.2
PrPC surface inh,-7.5,4.1,-4.3,-1.8,1.6,2.7
Anthrax LF inh2,-0.1,-5.6,-2.7,2.2,-9.3,1.9
PfHsp40 yeast,-0.1,-0.7,1.1,1.2,0.7,0.9

(43) Cc1ccc(S(=O)(=O)Nc2ccc(C(=O)Nc3cc(C)on3)cc2)cc1
(44) CCOC(=O)C1(CCCc2ccccc2)CCN(S(=O)(=O)N(C)C)CC1
(45) COc1ccc(C(=O)O/N=C(\C)c2ccccc2)cc1
(46) CC(C)(C)NS(=O)(=O)c1ccc(CCC(=O)NCc2ccccn2)cc1
(47) CCCCCCCCC1=NCCc2c1[nH]c1ccccc21
entry no.,43,44,45,46,47
Y pestis TopoI,0.4,28.8,15.1,2.6,-1.8
BoNT A protease,0.1,-3.2,0.2,-3.5,18.6
BoNT-F LC inh,7.5,-0.5,-5.1,?,-167.5
TcdB GH inh,.,1.2,.,0.5,0.3
CCHF vOTU inh,-2.9,14.8,4.0,-1.3,9.8
FadD28 binding,-1.6,-0.2,2.6,-3.6,-11.8
PrPC surface inh,-1.9,-5.2,-2.5,-1.1,0.3
Anthrax LF inh2,2.8,7.6,-0.8,14.4,-41.6
PfHsp40 yeast,-0.6,-0.2,-5.0,-0.1,-1.4
